MEKK2wt PB1 HTS = raises or lowers MEK5 binding to wildtype human MEKK2 PB1 domain; binding response (% of control), % at 10 µM; AID 1531; bead flow cytometry, Alexa488-MEK5 binding to MEKK2 WT; actives lie on both sides; Q9Y2U5; 290,000 tested, 1.1% active; in the data active means binding response below about 67% or above about 130%
VIM-2 inh = blocks Pseudomonas aeruginosa VIM-2 metallo-beta-lactamase; purified VIM-2, nitrocefin hydrolysis, epi-absorbance fluorescence; inhibition, % at 5.6 µM; 290,000 tested, 0.89% active; AID 1527;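 active means inhibition above the mean of all tested compounds plus 3 SD, cutoff set per screening run, cut at about 7.5% in these data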;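 further: red hydrolysis product quenches plate fluorescence so inhibitors raise well fluorescence; 0% = enzyme with DMSO and 100% = DMSO without enzyme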
MEKK2mut PB1 HTS = signal of MEK5 binding to mutant human MEKK2 PB1 domain | bead flow cytometry, Alexa488-MEK5 binding to MEKK2 mutant | percent response, % at 10 µM | AID 1530 | 290,000 tested, 0.35% active; in the data active means percent response above about 24%, passing the limit was not always enough; further: inactives centre near 1; some results filed as inactive read as strong as hits
NALP1 yeast inh = inhibitors of NALP1 inflammasome in yeast | AID 2071 | 280,000 tested, 0.61% active | inhibition, % at 10 µM | S. cerevisiae NALP1/ASC/caspase-1 growth, X-gal OD620, 72 h; in the data active means inhibition mostly above about 24%, no sharp cut-off; inactive means mostly below about 32%; further: some compounds called inactive have numbers as strong as hits
IMP-1 inhibitor = inhibitors of Pseudomonas aeruginosa IMP-1 metallo-beta-lactamase. purified IMP-1, nitrocefin hydrolysis, epi-absorbance fluorescence. inhibition, % at 5.6 µM. 290,000 tested, 0.45% active;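 active means inhibition above the mean plus 3 SD of all compounds in the same screening run, cut at about 4.5% in these data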;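 further: 0% = IMP-1 with DMSO and 100% = DMSO wells lacking enzyme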
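System: Purified recombinant IMP-1 metallo-beta-lactamase enzyme | Measured by: Fluorescence quenching readout, ex 480/em 530 nm | Replication: Singlicate | Incubation: 15 min preincubation plus 25 min reaction at 25 °C | Evaluation: Percent inhibition from optical density relative to buffer-blank wells | Benchmarks: DMSO with and without IMP-1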
DNA FID counter = displaces DNA intercalator in HCV helicase counter-screen | DNA fluorescent intercalator displacement, fluorescence | inhibition, % at 7.9 µM | 290,000 tested, 0.17% active; in the data active means inhibition above about 37%;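 further: 0% = vehicle and 100% = reference compound; higher means more ethidium bromide displaced from hairpin DNA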
HCV NS3 hel inh = HCV NS3 helicase inhibition; NS3 helicase DNA unwinding, Cy5 molecular beacon fluorescence; inhibition, % at 10.9 µM; 290,000 tested, 0.56% active; AID 1800;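 active means inhibition above the mean of all tested compounds plus 3 SD, set per campaign, cut at about 35% in these data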;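 further: 0% = DMSO wells and 100% = thioflavine S control wells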
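Test system: hepatitis C virus NS3 helicase domain fragment enzyme. Also added: annealed dual-labelled DNA beacon duplex, ATP-started. Timing: 60 min unwinding reaction at 25 °C after ATP addition. Technique: Cy5 fluorescence. Measure: % inhibition of unwinding.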
SUMO HTRF inh = SUMOylation inhibition; inhibition, % at 35 µM; AID 2006; 290,000 tested, 0.36% active; P63279; HTRF SUMOylation assay, SAE1/SAE2 + UBC9, in vitro; in the data active means inhibition above about 50%, passing the limit was not always enough; further: strong numbers were not always called active
Target sequence (P63279 whole entry, looked up): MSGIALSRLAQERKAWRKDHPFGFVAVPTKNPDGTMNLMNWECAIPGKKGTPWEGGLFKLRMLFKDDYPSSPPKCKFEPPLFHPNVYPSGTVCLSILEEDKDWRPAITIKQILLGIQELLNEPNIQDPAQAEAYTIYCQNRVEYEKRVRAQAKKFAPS
PfM18AAP inh = PfM18AAP enzyme inhibition. inhibition, % at 7.35 µM. recombinant PfM18AAP, H-Glu-NHMec fluorogenic cleavage. 290,000 tested, 1.2% active;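 active means inhibition above the campaign mean inhibition over all tested compounds plus 3 SD, cut at about 28% in these data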;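 further: 0% = plate median of test compound wells and 100% = 2 mM ZnCl2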
The depositor's hits bear a star; / = not tested or not shown.

Codes – A = MEKK2wt PB1 HTS; B = VIM-2 inh; C = MEKK2mut PB1 HTS; D = NALP1 yeast inh; E = IMP-1 inhibitor; F = DNA FID counter; G = HCV NS3 hel inh; H = SUMO HTRF inh; I = PfM18AAP inh
1	CCc1cc(C(=O)O)c(NC(=O)c2cc(OC)c(OC)c(OC)c2)s1
  A: 85; B: 0.9; C: -12; D: -3; E: 1.2; F: -18; G: 15; H: 1; I: 3

2	COc1ccc(-c2cc(C(=O)NCCN3CCOCC3)c3ccccc3n2)c(OC)c1
  A: 104; B: -2.6; C: 5; D: 23; E: 1.3; F: -1; G: -3; H: 30; I: 11

3	COc1ccc(CC(=O)NNS(=O)(=O)c2ccccc2[N+](=O)[O-])cc1
  A: 103; B: -0.9; C: 0; D: 11; E: -3.2; F: -4; G: -6; H: 15; I: -8

4	O=C1N/C(=N\S(=O)(=O)Cc2ccccc2)S/C1=C/c1cc([N+](=O)[O-])ccc1O
  A: 87; B: -2.9; C: -14; D: 6; E: -2.1; F: -7; G: 17; H: 17; I: 1

5	CSc1ccc(C2CC(=O)Nc3c2c(=O)n(C)c(=O)n3C)cc1 (centres undefined)
  A: 99; B: -2.6; C: 1; D: /; E: -2.6; F: 0; G: 3; H: 4; I: 1

6	CCCC(=O)N(CCN(C(=O)CCC)c1ccccc1)c1ccccc1
  A: 106; B: -3.2; C: 3; D: 19; E: -2.7; F: -37; G: 3; H: -5; I: -4

7	O=C(CSc1n[nH]c(=O)n1C1CC1)Nc1ccccc1
  A: 100; B: -0.8; C: -2; D: 9; E: 0.9; F: -2; G: -22; H: -2; I: -3

8	O=C(COC(=O)c1ccc(F)c(S(=O)(=O)N2CCOCC2)c1)NCc1ccco1
  A: 106; B: -0.9; C: 6; D: -8; E: -2.6; F: -7; G: 8; H: 4; I: 4

9	O=C1CCC(C(=O)OCc2c(Cl)cccc2Cl)N1 (centres undefined)
  A: 106; B: -3.6; C: 7; D: 13; E: -3.0; F: -3; G: 6; H: 1; I: 0

10	O=C(NNC1=C(C(=O)C(F)(F)F)CCC1)c1ccc(Cl)cc1
  A: 103; B: -3.2; C: 0; D: -6; E: -1.5; F: -3; G: -1; H: -18; I: 0

11	CCCc1cc(=O)[nH]c(SCC(=O)c2ccc3c(c2)NC(=O)CO3)n1
  A: 119; B: -1.1; C: 5; D: 16; E: -0.8; F: -15; G: -10; H: 26; I: 4

12	CC1(C)CC2CC(C)(CN2C(=S)Nc2ccccc2)C1 (centres undefined)
  A: 86; B: -2.9; C: -12; D: 2; E: 0.5; F: -21; G: 4; H: -29; I: -3

13	COc1ccc(C(=O)Oc2cccc3cccnc23)cc1[N+](=O)[O-]
  A: 105; B: -2.8; C: -7; D: 2; E: -2.1; F: 1; G: 6; H: 7; I: 1

14	Cn1c(NC(=O)c2ccco2)c(-c2ccccc2Cl)c(=O)c2ccccc21
  A: 91; B: -1.0; C: -8; D: -9; E: 0.1; F: 4; G: -7; H: -15; I: -4

15	COC(=O)COC(=O)CC(CC(N)=O)c1ccccc1 (centres undefined)
  A: 96; B: -1.0; C: 1; D: -5; E: -0.6; F: -4; G: 8; H: -3; I: -4

A second format for part of the listing above:
[1] CCc1cc(C(=O)O)c(NC(=O)c2cc(OC)c(OC)c(OC)c2)s1
[2] COc1ccc(-c2cc(C(=O)NCCN3CCOCC3)c3ccccc3n2)c(OC)c1
[3] COc1ccc(CC(=O)NNS(=O)(=O)c2ccccc2[N+](=O)[O-])cc1
Compound | 1 | 2 | 3
MEKK2wt PB1 HTS | 85 | 104 | 103
VIM-2 inh | 0.9 | -2.6 | -0.9
MEKK2mut PB1 HTS | -12 | 5 | 0
NALP1 yeast inh | -3 | 23 | 11
IMP-1 inhibitor | 1.2 | 1.3 | -3.2
DNA FID counter | -18 | -1 | -4
HCV NS3 hel inh | 15 | -3 | -6
SUMO HTRF inh | 1 | 30 | 15
PfM18AAP inh | 3 | 11 | -8

Copied from the list.
Result of entry 8 under MEKK2wt PB1 HTS: 106
Result of entry 12 under IMP-1 inhibitor: 0.5
Result of entry 7 under NALP1 yeast inh: 9

Following part.
Codes – A = MEKK2wt PB1 HTS; B = VIM-2 inh; C = MEKK2mut PB1 HTS; D = NALP1 yeast inh; E = IMP-1 inhibitor; F = DNA FID counter; G = HCV NS3 hel inh; H = SUMO HTRF inh; I = PfM18AAP inh
16	CCCN(C(=O)c1cc(S(=O)(=O)N2CCCCC2)ccc1Cl)C1CCS(=O)(=O)C1 (centres undefined)
  A: 93; B: -1.6; C: -11; D: -2; E: -3.9; F: -25; G: -6; H: -8; I: -3

17	O=C(Nc1cccc(Cl)c1N1CCCC1)c1cc2ccccc2o1
  A: 103; B: 0.7; C: 4; D: 20; E: -0.5; F: -1; G: -16; H: 18; I: -13

18	Cc1cccc(Nc2nc3c(S(=O)(=O)c4ccccc4)nnn3c3ccccc23)c1C
  A: 100; B: -0.9; C: -1; D: 37; E: -2.6; F: -2; G: -4; H: 5; I: -9

19	CCOC(=O)/C(C#N)=C1/C=CN(Cc2ccccc2)C=N1
  A: 102; B: -1.8; C: 5; D: -4; E: -1.7; F: -5; G: 3; H: 24; I: 7

20	O=C(NNC(=O)c1ccc2ccccc2c1O)NC1CCCCC1
  A: 99; B: -4.3; C: -4; D: 8; E: -0.9; F: -21; G: -3; H: 9; I: 49*

21	CN(c1ccccc1C(=O)Nc1cccc(Cl)c1Cl)S(C)(=O)=O
  A: 98; B: -1.0; C: 1; D: 4; E: 0.1; F: -7; G: -2; H: 12; I: -3

22	N#Cc1cnn(-c2cccc(Cl)c2)c1-n1cccc1
  A: 93; B: -2.8; C: -6; D: 14; E: -2.4; F: -9; G: -4; H: -10; I: -1

23	Cc1cc(=O)[nH]c(SCC(=O)Nc2nc3c(s2)CCCC3)n1
  A: 98; B: -4.7; C: 0; D: -5; E: -1.0; F: 5; G: -5; H: 5; I: 3

24	COC(=O)c1ccccc1NC=C1C(=O)OC2(CCCCC2)OC1=O
  A: /; B: -1.5; C: /; D: 13; E: -2.6; F: 0; G: -1; H: 29; I: 1

25	N#C/C(=C\c1cn(CC(=O)O)c2ccccc12)C(=O)NCc1ccccc1
  A: 110; B: 0.9; C: 4; D: 12; E: -1.4; F: -33; G: 18; H: 19; I: -2

26	CN(C)CCCOC(=O)N1c2ccccc2C=Cc2ccccc21
  A: 109; B: -0.9; C: 9; D: -1; E: -0.7; F: 0; G: -4; H: 26; I: -6

27	O=S(=O)(Nc1ccc2nc(C(F)(F)F)[nH]c2c1)c1ccccc1
  A: 96; B: -3.6; C: -2; D: 3; E: -4.8; F: 2; G: -3; H: 13; I: -1

28	Cc1ccc(-n2c(C)cc(/C=N/NC(=O)CC3(C)OCCO3)c2C)cc1
  A: 100; B: -3.0; C: 4; D: -3; E: -1.7; F: -9; G: 4; H: 4; I: 1

29	CCOC(=O)Nc1ccc2c(c1)N(C(=O)CCN(CC)CC)c1ccccc1CC2
  A: 106; B: -2.5; C: 5; D: 25; E: -2.9; F: 1; G: -14; H: 10; I: -12

30	CC1C(c2ccccc2)C(C#N)(C#N)C2(C#N)C(=O)NC1(N)C2C (centres undefined)
  A: 97; B: -3.3; C: -1; D: -13; E: -4.4; F: 2; G: -3; H: -12; I: -2

31	CCc1ccc2nc(N3C(=O)C(O)=C(C(=O)c4ccco4)C3c3cccs3)sc2c1 (centres undefined)
  A: 102; B: -0.1; C: 0; D: -64; E: 0.0; F: -10; G: 32; H: -19; I: 18

32	Cc1cc(N2C(=O)C(O)=C(C(=O)c3ccco3)C2c2ccccc2F)no1 (centres undefined)
  A: 104; B: -2.2; C: 3; D: 5; E: -0.4; F: -24; G: 4; H: 12; I: 11

33	COc1ccccc1C(=O)Nc1ccc(N2CCN(C(C)=O)CC2)cc1
  A: 98; B: -2.2; C: -4; D: -6; E: -2.1; F: -19; G: 8; H: 4; I: 1

34	CCOC(=O)/C(=N\Nc1ccc(Br)cc1)N1CCN(c2ccccc2OC)CC1
  A: 96; B: 2.0; C: -6; D: 13; E: -0.6; F: -6; G: 8; H: -1; I: -4

35	Cc1ccc2c(c1)N(CCC(=O)NCc1ccc3c(c1)OCO3)C(=O)CO2
  A: 101; B: -3.1; C: 0; D: 14; E: -1.7; F: -8; G: 5; H: 25; I: 2

36	O=C(NC(=S)N1CCN(c2nc(-c3ccccc3)cs2)CC1)c1cncc(Br)c1
  A: 94; B: -2.0; C: -6; D: -3; E: -2.8; F: -7; G: 4; H: 8; I: 5

37	CCOC(=O)c1c(NC(=O)CSc2nnnn2CC)sc(C)c1C
  A: 103; B: -2.3; C: -1; D: 9; E: -2.6; F: -18; G: 10; H: 14; I: 8

38	COc1ccccc1-c1nc2cc3ccccc3cc2nc1-c1ccccc1
  A: 77; B: -1.3; C: -3; D: 18; E: -1.8; F: -9; G: 4; H: 2; I: -2

39	Clc1ccc(-c2nc3cnccn3c2NC2CCCC2)cc1
  A: 103; B: -6.3; C: 1; D: -5; E: -2.2; F: -14; G: 0; H: 45; I: 13

40	O=C(O)C1CSC2(c3ccc(F)cc3)CCC(=O)N12 (centres undefined)
  A: 96; B: 2.0; C: -2; D: 10; E: -2.6; F: 0; G: -8; H: -12; I: 6

41	Cc1onc(-c2c(Cl)cccc2Cl)c1C(=O)NCc1ccc(S(N)(=O)=O)cc1
  A: 107; B: 1.0; C: 3; D: 19; E: 0.5; F: -18; G: 13; H: 4; I: -7

42	COc1ccc2[nH]c(=O)c(CN(C)C(=O)COc3ccccc3)cc2c1
  A: 98; B: -3.1; C: -11; D: 2; E: -3.2; F: -3; G: 0; H: 8; I: -1

43	COc1cc(OC)c(OC)cc1/C=C/c1cc(C(=O)O)c2ccccc2n1
  A: 99; B: -1.6; C: -2; D: -18; E: -2.2; F: -3; G: -4; H: 12; I: 11

44	COc1ccc(CCNC(=O)C(C)n2nc(C)c3c(C)n(-c4ccc(C)cc4)nc3c2=O)c(OC)c1 (centres undefined)
  A: 98; B: -3.9; C: 8; D: 4; E: -3.5; F: -44; G: 13; H: /; I: 7

Entries listed above that bear a hit mark in PfM18AAP inh:
entry	Compound	MEKK2wt PB1 HTS	VIM-2 inh	MEKK2mut PB1 HTS	NALP1 yeast inh	IMP-1 inhibitor	HCV NS3 hel inh	SUMO HTRF inh	PfM18AAP inh
20	O=C(NNC(=O)c1ccc2ccccc2c1O)NC1CCCCC1	99	-4.3	-4	8	-0.9	-3	9	49*

Molecules listed so far with a thiophene ring, fused or not, in the order listed:
Codes – A = MEKK2wt PB1 HTS; B = VIM-2 inh; C = MEKK2mut PB1 HTS; D = NALP1 yeast inh; E = IMP-1 inhibitor; F = DNA FID counter; G = HCV NS3 hel inh; H = SUMO HTRF inh; I = PfM18AAP inh
1	CCc1cc(C(=O)O)c(NC(=O)c2cc(OC)c(OC)c(OC)c2)s1
  A: 85; B: 0.9; C: -12; D: -3; E: 1.2; F: -18; G: 15; H: 1; I: 3

31	CCc1ccc2nc(N3C(=O)C(O)=C(C(=O)c4ccco4)C3c3cccs3)sc2c1 (centres undefined)
  A: 102; B: -0.1; C: 0; D: -64; E: 0.0; F: -10; G: 32; H: -19; I: 18

37	CCOC(=O)c1c(NC(=O)CSc2nnnn2CC)sc(C)c1C
  A: 103; B: -2.3; C: -1; D: 9; E: -2.6; F: -18; G: 10; H: 14; I: 8
